FXIa inh 1536: factor XIa (human) inhibition; P03951; inhibition, % at 5 µM; purified FXIa, Boc-Glu-Ala-Arg-AMC fluorogenic substrate; 220,000 tested, 0.14% active;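 active = inhibition of at least 40%; inactive = inhibition below 40%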;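 also: fluorescence of freed AMC excited at 355 nm; 0% = enzyme without compound and 100% = no enzyme blank; many of its hits are not listed in these tables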
KLK5 inh: blocks human kallikrein 5 protease activity; Q9Y337; recombinant hK5, fluorogenic AMC substrate cleavage; inhibition, % at 5 µM; 210,000 tested, 0.59% active;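 active = inhibition of 40% or more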;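 also: 0% = enzyme controls without compound and 100% = no-enzyme blanks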
Target sequence (Q9Y337 67-293 limits assumed): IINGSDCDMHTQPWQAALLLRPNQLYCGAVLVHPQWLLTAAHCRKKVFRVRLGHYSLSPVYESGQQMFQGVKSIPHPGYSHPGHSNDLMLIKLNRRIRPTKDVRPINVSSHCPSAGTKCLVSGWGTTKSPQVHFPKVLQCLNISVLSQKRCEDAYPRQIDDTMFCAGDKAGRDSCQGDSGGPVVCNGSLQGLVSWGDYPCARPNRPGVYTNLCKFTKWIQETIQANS
TNF necrop inh: inhibitors of TNF-alpha induced necroptosis in Jurkat FADD-/- cells; activation (protection from cell death), % at 10 µM; 220,000 tested, 0.068% active; Jurkat FADD-/- TNF necroptosis rescue, ATP luminescence, 24 h; 0 = TNF only, 100 = no-TNF cells;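 active = activation, meaning protection from cell death, of at least 50% relative to plate controls; inactive = activation below 50%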;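 also: necroptosis triggered by 40 ng/mL TNF-alpha added together with compound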
FXIIa inh: inhibitors of human coagulation factor XIIa; inhibition, % at 5 µM; P00748; 220,000 tested, 0.3% active; AID 800; purified FXIIa, Boc-QGR-AMC fluorogenic substrate, 2 h; in the data active = inhibition above about 40%;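 also: 0% = enzyme with no compound and 100% = blank without enzyme; many of its hits are not listed in these tables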
L929 necroptosis: L929 zVAD cell death inhibition | 220,000 tested, 0.38% active | viability rescue, % at 10 µM | AID 1377 | L929 zVAD necroptosis rescue, ATP luminescence, 24 h; with zVAD 60 µM;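 active = activation, scaled between plate controls, above about 75%, limit read from the data; inactive = activation under that limit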;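 also: 0% = zVAD with DMSO and 100% = DMSO alone without zVAD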
thrombin 1536: blocks human thrombin protease activity | P00734 | alpha-thrombin, Boc-VPR-AMC fluorogenic substrate cleavage | inhibition, % at 5 µM | 220,000 tested, 0.26% active;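 active = inhibition at or above 40%; inactive = inhibition below 40%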;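 also: 0% = enzyme with no compound and 100% = wells without enzyme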
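Material: Human alpha-thrombin protein | Buffer or medium: pH 7.5 Tris-saline with Tween 20 | Reagent: Boc-VPR-AMC substrate, 15 µM final | Schedule: Reaction at ambient temperature | Detection: AMC fluorescence at 355 nm excitation and 460 nm emission | Evaluation: Percent inhibition scaled between no-compound controls and no-enzyme blanks | Controls: no-compound enzyme wells and no-enzyme blanks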
Rad51 HR inh: Rad51 (human) homologous recombination inhibition. Q06609. hRad51 DNA strand exchange, fluorescence dequenching. inhibition, % at 10 µM. 200,000 tested, 0.085% active. AID 1385;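 active = inhibition above 40% at the single screening dose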;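 also: 0% = DMSO control wells and 100% = blanks with heterologous ssDNA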
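material = hRad51 filaments on single-stranded DNA | reagent = Donor/quencher-labelled 47-bp dsDNA substrate | compound = 10 µM final, single point | schedule = strand-exchange reaction 15 min at room temperature | measured by = fluorescein emission 520 nm, excitation 485 nm | read-out basis = % inhibition versus plate control and blank means | benchmarks = plate controls and plate blanks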
KCC2 mod: modulates chloride dependent transport by human KCC2; 190,000 tested, 2.2% active; KCC2 cells, thallium flux FluoZin-2 fluorescence; Q9H2X9; B-score of Tl+ flux slope (higher = more flux/activation; lower = inhibition) at 10 µM;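 active = thallium flux slope and its plate-corrected score both differing from the plate sample mean at a set confidence after two filtering rounds, in either direction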;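 also: slope of fluorescence scaled to starting intensity during 10 to 20 s after thallium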
Hck-Nef inh: blocks Nef-activated human Hck kinase | P08631 | inhibition, % at 20 µM | Recombinant Hck-YEEI plus Nef, Z-Lyte FRET kinase assay | 220,000 tested, 0.68% active;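 active = Hck-Nef kinase inhibition above about 50%, limit read from the data; inactive = inhibition below that limit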;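 also: 0% = DMSO with Hck plus Nef and 100% = Hck alone without Nef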
Target sequence (P08631 whole entry, looked up): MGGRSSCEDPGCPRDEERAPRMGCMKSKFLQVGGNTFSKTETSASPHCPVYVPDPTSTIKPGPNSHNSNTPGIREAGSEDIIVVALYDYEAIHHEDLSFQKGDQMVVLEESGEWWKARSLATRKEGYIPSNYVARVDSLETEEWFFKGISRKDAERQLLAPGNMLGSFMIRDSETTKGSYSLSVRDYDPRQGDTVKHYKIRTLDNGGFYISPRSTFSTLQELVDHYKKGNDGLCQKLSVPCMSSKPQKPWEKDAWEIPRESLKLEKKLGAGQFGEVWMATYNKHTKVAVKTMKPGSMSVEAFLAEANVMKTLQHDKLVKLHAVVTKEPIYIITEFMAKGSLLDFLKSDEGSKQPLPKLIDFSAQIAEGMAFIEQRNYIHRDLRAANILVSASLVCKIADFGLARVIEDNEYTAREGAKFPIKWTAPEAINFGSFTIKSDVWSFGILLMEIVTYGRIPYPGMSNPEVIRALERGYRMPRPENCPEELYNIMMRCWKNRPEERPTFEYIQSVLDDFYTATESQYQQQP
Starred values were filed as active, the others as inactive; x = not tested or not shown; & = joins results of further samples.

smiles	FXIa inh 1536	KLK5 inh	TNF necrop inh	FXIIa inh	L929 necroptosis	thrombin 1536	Rad51 HR inh	KCC2 mod	Hck-Nef inh
C=CCn1c(COc2cccc3cccnc23)nnc1SCC(=O)O	-3	-14	-0.6	20	-0.5	3	3	-0.58	1
CCOC(=O)/C(=C\c1ccc(C)cc1)NC(=O)c1ccccc1	-8	-4	-1.9	5	18	-5	-24	-0.74	15
Cc1cc(C)cc(OC(=O)CS(=O)c2ccc(C(F)(F)F)cc2[N+](=O)[O-])c1 (stereo not drawn)	-7	-13	-1.1	-8	-1.2	-6	1	x	-21
CCn1c(Cn2nnc(-c3ccccc3)n2)nnc1SCC(=O)N1CCOCC1	0	-10	0.4	12	0.5	-10	4	-0.81	13
CCOc1cc(/C=N/O)ccc1OCc1ccc([N+](=O)[O-])cc1	-5	-23	-0.7	-1	1.7	-6	-7	-1.6	3
CNC(=O)N(O)C1N(/N=C/c2cccs2)C(=S)SC1(C)C (stereo not drawn)	13	2	0.8	5	-0.7	2	17	1.1	8
Cc1ccc(C)c2[nH]c(=O)c(CN(CCCN(C)C)C(=O)NCc3ccccc3)cc12	-6	-15	x	2	x	-2	-9	x	x
CC1(C)C(=O)Nc2ccccc2N1C(=O)COC(=O)c1cc([N+](=O)[O-])ccc1N	17	48*	-1.6	24	-0.2	24	-3	-0.12	3
COc1cccc(C2NC(=O)NC(C)=C2C(=O)OCCSC)c1OC (stereo not drawn)	x	x	-0.2	x	0.6	x	-7	x	2
Cc1cc(N)c(-n2cc3c(=O)n(C)c(=O)n(C)c3c2)cc1C	1	-16	-1.3	15	1.6	3	-6	x	0
O=C(Cn1ncc2ccccc21)N1CCc2ccccc21	7	4	-1.7	17	0.8	5	-1	1.5	6
Cc1ccsc1/C=N\NC(=O)c1cc(C(C)(C)C)[nH]n1	-4	-10	3.1	-2	9.5	0	13	0.034	16
Oc1ccc(Br)cc1CNn1cnnc1	-8	-2	-0.3	5	-0.1	-4	-2	0.19	0
Cc1ccccc1C(=O)NC1CCS(=O)(=O)C1 (stereo not drawn)	-8	-9	-1.0	3	-1.2	-2	x	-0.038	-26
O=C(CNC(=O)c1cccs1)NCC(=O)OCc1ccccc1Cl	-1	9	-2.3	5	-0.2	19	6	-0.88	-2
Cc1ccc(CN(CC(=O)NCCc2ccccc2)C(=O)CCCC(=O)Nc2cc(C)on2)cc1	3	6	-3.7	11	-0.2	5	-4	-3.1	0
Cc1ccc(-c2nc(-c3cccnc3)no2)c(C)c1	-2	-1	-1.9	-4	-1.7	-12	-7	-0.67	8
CN(C)CCNC(=S)Nc1ccc(-c2nc3ccccc3[nH]2)cc1	-1	-2	6.0	8	2.0	-1	6	0.087	24
CC1CC(=O)N(c2ccc(NCCc3ccc(O)cc3)c([N+](=O)[O-])c2)C1=O (stereo not drawn)	-2	x	-0.6	3	0.5	-4	x	-1.6	-6
Nc1nonc1C(=O)N/N=C/c1cccc([N+](=O)[O-])c1	-2	-17	0.5	6	0.8	-1	1	0.58	2
Oc1ccc(N=Cc2ccc(O)c(O)c2)cc1	15	-8	-11	19	0.0	-3	1	-0.25	3
Cn1cc(Br)c(C(=O)Nc2nccs2)n1	4	-5	3.0	3	0.7	-5	x	-0.056	4
Cc1cc(N2CCOCC2)ccc1/C=C\[N+](=O)[O-]	5	-5	-5.1	12	0.8	-6	-17	-0.033	6
CC(C)c1ccc(NC(=S)Nc2ccc3[nH]c(=O)[nH]c3c2)cc1	1	2	-4.3	16	71	4	20	0.088	5
CCCCNC(=O)C1(c2ccc(OC)cc2)CCOCC1	6	-7	-0.3	11	-0.9	3	-5	-0.16	-12
O=C(c1cccc(F)c1)N1CCC(O)(c2cccnc2)CC1	-3	5	0.1	14	0.3	-2	-1	1.5	-1
Cc1ncc2c(c1OC(=O)c1ccc([N+](=O)[O-])cc1)COC(C)(C)OC2	3	-13	-0.5	13	0.2	2	7	-0.64	2
COc1ccc(-c2nnn(CC(=O)NCc3ccc4c(c3)OCO4)n2)cc1OC	-9	-7	1.7	0	2.6	-22	0	0.011	18
O=C(Cc1ccccc1)NCC(=O)OCC(=O)c1ccccc1Cl	-5	-22	-0.3	-5	0.8	-2	10	0.014	-13
C/C(=N\NC(=O)C(=O)N/N=C(\C)c1cccc(O)c1)c1cccc(O)c1	-7	-15	0.5	0	1.3	-4	4	1.4	22
Oc1ccc2ccccc2c1N=Nc1ccc(F)cc1	2	2	-0.2&-2.5	13	9.2&40	-1	6&-1	-0.024&0.026	25&7
CCOc1ccc(-c2nnc3sc(COc4ccc(Cl)cc4)nn23)cc1	2	-18	0.2	15	1.8	-10	-6	-1	0
Cc1cc(C)cc(C(=O)N2CCN=C2c2ccccc2)c1	-2	-16	0.7	-2	-0.1	-6	-2	0.54	2
COc1ccc(OCC(=O)NC(=S)N2CCCc3ccccc32)cc1	-3	-5	-0.4	14	-0.5	-2	x	24*	2
Cc1ccc(C)n1-c1ccc(C(=O)NCC2CCCO2)cc1 (stereo not drawn)	8	-17	-1.0	18	-0.6	2	-9	0.65	2
CCOc1cccc(C2C(C(=O)c3cccs3)=C(O)C(=O)N2Cc2cccnc2)c1 (stereo not drawn)	-5	-3	-0.9	8	5.2	-7	-7	-0.33	18
Cc1cccc(C)c1NC(=O)CSc1ccc([N+](=O)[O-])cn1	-4	4	2.4	4	1.1	-10	2	0.88	2
Cc1ccc(NC(=O)Cn2c3ccc(F)cc3c3nc4n(c(=O)c32)CCS4)cc1F	-1	-7	0.9	10	0.0	0	11	0.41	-3
CS(=O)(=O)Nc1ccccc1C(=O)N1CCOCC1	3	-19	-1.1	9	-0.9	-3	-1	-0.0013	18
C=CCSc1nnc(-c2sc(-c3ccccc3)nc2C)n1C	-12	-39	-3.0	-2	0.4	4	-11	x	3
Cc1ccc(-c2csc3nc4c5ccccc5c(NCCCN5CCOCC5)nn4c(=O)c23)cc1	-6	-2	-11	x	40	-9	6	0.5	46
BrC(=C\c1ccccc1)/C=N/Nc1nc(N2CCOCC2)nc(N2CCOCC2)n1	-4	-27	1.9	0	7.8	-7	2	1	0
Cn1c(=O)c2c(nc(Br)n2CCCc2ccccc2)n(C)c1=O	5	-12	0.2	13	1.3	2	x	x	-1
O=[N+]([O-])c1cccc(-c2ccc(C(=S)N3CCN(c4ccccc4)CC3)o2)c1	3	5	-1.8	11	0.0	-5	x	0.15	-3
Cn1c(Sc2ccc(C(=O)O)cc2[N+](=O)[O-])nnc1-c1ccccc1	-3	1	0.3	10	1.9	-1	4	0.023	-15
CS(=O)(=O)c1ccc2nc(NC(=O)c3cc(-c4ccccc4)nn3-c3ccccc3)sc2c1	1	-16	2.4	11	0.7	-8	1	0.074	10
Cc1nn(Cc2nnc(SCC(=O)Nc3ccc(Cl)cc3)n2C)c(C)c1[N+](=O)[O-]	2	2	-1.5	12	0.1	1	14	-0.49	18
N#CC12CCCCC1CC1CCCCC1(C#N)N2N (stereo not drawn)	2	0	0.2	6	0.5	-3	x	0.72	12
Cc1cc(O)cc(O)c1C(=O)Cc1cscn1	-7	-19	0.2	10	0.6	1	11	0.99	1
S=C1NC2=C(CCC/C2=C\c2ccccc2)C(c2ccccc2)N1 (stereo not drawn)	-1	-8	-5.4	11	0.5	-2	-1	1.3	2

Carrying on:
smiles	FXIa inh 1536	KLK5 inh	TNF necrop inh	FXIIa inh	L929 necroptosis	thrombin 1536	Rad51 HR inh	KCC2 mod	Hck-Nef inh
O=C(CN1CCCc2ccccc21)NC(=O)NC1CCCCC1	0	-8	0.4	9	5.6	7	10	-0.91	22
C/C(N)=C(/C#N)C(=O)COC(=O)c1ccc(O)cc1	7	-8	0.7	11	0.3	0	7	0.34	7
COc1ccc(CCC(=O)N(C)CC(=O)Nc2ccc(N3CCOCC3)cc2)cc1	-1	1	0.0	8	3.9	-9	4	-0.48	26
CC(C)N1C(=O)CCC1C(=O)N1CCCc2ccccc21 (stereo not drawn)	12	-1	-0.3	14	2.6	-1	2	x	-2
Cc1ccc(OCc2nnc(SCc3ccc(C#N)cc3)n2-c2ccc(C)cc2)cc1	-26	4	-0.1	1	0.3	-4	0	0.51	2
CC1CCN(c2ncnc3c2cnn3Cc2ccc(Cl)cc2)CC1	-2	5	0.4	4	1.5	2	-3	x	-3
Cc1cc(C(=O)N/N=C/c2ccc[nH]2)n[nH]1	5	1	16	1	89*	7	-9	-0.021	1
CCc1cccc(NC(=S)N(CCCN2CCOCC2)C(C)c2cc3cccc(OC)c3o2)c1 (stereo not drawn)	1	6	1.0	13	-1.8	-2	2	-1.5	19
COc1ccc(C(=O)NCC(=O)OCc2ccc(F)cc2Cl)cc1OC	-1	-17	1.3	5	0.6	-9	-2	0.61	2
CCN(CC)S(=O)(=O)c1cc(Cl)ccc1OC	-8	-12	-0.8	1	0.8	-7	3	-0.099	-1
O=C(CSc1nnc(-c2cnccn2)n1Cc1ccco1)Nc1ccc(Br)cc1	-8	2	-0.3	-8	0.1	0	-3	-0.77	-8
O=S(=O)(c1ccc(Br)cc1)N1CCOC12CCCCC2	-4	0	0.2	9	0.1	-1	1	-0.66	26
Cc1ccc(S(=O)(=O)NCCCCCC(N)=O)cc1	19	-5	0.6	19	0.9	0	4	1.3	2
O=C(COC(=O)CN1C(=O)C2CC=CCC2C1=O)Nc1cc(C(F)(F)F)ccc1N1CCOCC1 (stereo not drawn)	5	-5	-1.1	12	0.6	1	-2	-0.19	-1
CCOC(=O)c1ccc(Nc2cc(C)nc3ncnn23)cc1	5	-18	-1.3	15	0.3	3	-6	x	1
COc1cccc(C(=O)C2CN(c3ccccc3)CC2c2ccc(Cl)cc2)c1 (stereo not drawn)	-1	3	-2.8	6	-0.1	1	-4	0.94	3
Cc1nc(N2CCOCC2)c2c(C)c(C(=O)Nc3ccccc3Cl)sc2n1	2	0	1.3	13	1.0	-8	-12	1.4	24
COc1cc(C)c(Cl)cc1S(=O)(=O)NCC1CCCO1 (stereo not drawn)	-5	35	-0.1	-3	-0.4	-4	-7	-1.3	-2
Cc1cc(S(=O)(=O)N(Cc2ccccc2F)C2CC2)ccc1-n1cnnn1	-3	11	0.7	4	0.3	2	-1	x	26
CC(=O)NNc1nc(-c2ccc(C)cc2)cs1	-1	3	-2.0	x	1.3	0	5	-1.1	0
O=C(Nc1cccc(C(F)(F)F)c1)c1cc(Br)cc2c1OCC2	6	14	-0.2	4	-0.1	-8	1	0.025	12

Reformatted with two lines to a compound: two of the compounds above
Results follow in this order: FXIa inh 1536 | KLK5 inh | TNF necrop inh | FXIIa inh | L929 necroptosis | thrombin 1536 | Rad51 HR inh | KCC2 mod | Hck-Nef inh
N#CC12CCCCC1CC1CCCCC1(C#N)N2N (stereo not drawn)
  2 | 0 | 0.2 | 6 | 0.5 | -3 | x | 0.72 | 12
Cc1cc(O)cc(O)c1C(=O)Cc1cscn1
  -7 | -19 | 0.2 | 10 | 0.6 | 1 | 11 | 0.99 | 1

A portion of the library; the hit share may differ from the screen's.
